# Compound activity from PubChem.
# 3T3 cytotox = Cytotoxic Profiling in NIH 3T3 Cell Line of Diverse Libraries Using Quantitative High-Throughput Screening. NIH 3T3 viability, CellTiter-Glo ATP luminescence, 48-72 h. Potency, µM (doses to about 96.7 µM), for the others: at the top dose activity change, negative = cytotoxicity, most hits filed as inhibitors. 94,000 compounds, 4.3% hits; note: potency is the fitted concentration of half-maximal effect; nearly all actives have a fitted effect of over 55% in size
#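 Cells were seeded at 400 per well, treated with pin-transferred compound, and kept 48 or 72 hr at 37 °C before CellTiter-Glo addition and luminescence imaging of cellular ATP.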
# SNCA expr inhib = Primary qHTS assay for inhibitors of alpha-synuclein gene (SNCA) expression. HEK-293 SNCA-luciferase knock-in, luminescence, 24 h. Potency, µM (highest dose often 57.2 µM), for the others: at the highest dose activity change, negative = inhibition, actives largely listed as inhibitors. 140,000 compounds, 0.17% hits;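 note: potency is the fitted concentration of half-maximal effect; plate controls were DMSO cells for no effect and cell-free wells for full effect; nearly all actives have a fitted effect of over 45% in size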
# Luciferase inh = Firefly luciferase inhibition profiling of diverse chemical library using quantitative high-throughput screening | purified P. pyralis luciferase, luminescence, biochemical | Potency, µM (top dose mostly 115 µM), without a hit: top-dose activity change, negative = inhibition, hits mostly inhibitors | 76,000 compounds, 2.5% hits; note: potency is the fitted concentration of half-maximal effect; nearly all actives have a fitted effect of over 65% in size
#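 Purified P. pyralis luciferase (10nM final) in 50mM Tris acetate pH 7.5, 10mM Mg acetate, 0.01% Tween-20, 0.05% BSA with 10uM D-luciferin and 10uM ATP. Compounds titrated qHTS. Luminescence imaged on CCD.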
# GPT2 inhibitor = Primary qHTS assay for inhibitors of Glutamate pyruvate transaminase 2 (GPT2); Alanine aminotransferase 2 (Homo sapiens), Q8TD30; Recombinant GPT2, coupled pyruvate oxidase/HRP Amplex Red fluorescence; Potency, µM (top dose mostly 57.7 µM), for inactives: top-dose activity change, negative = inhibition, usual class: inhibitors; 100,000 compounds, 0.25% hits; note: potency is the fitted concentration of half-maximal effect; nearly all actives have a fitted effect of over 60% in size; many of its hits are not listed in these tables
# Target sequence (Q8TD30 whole entry, looked up): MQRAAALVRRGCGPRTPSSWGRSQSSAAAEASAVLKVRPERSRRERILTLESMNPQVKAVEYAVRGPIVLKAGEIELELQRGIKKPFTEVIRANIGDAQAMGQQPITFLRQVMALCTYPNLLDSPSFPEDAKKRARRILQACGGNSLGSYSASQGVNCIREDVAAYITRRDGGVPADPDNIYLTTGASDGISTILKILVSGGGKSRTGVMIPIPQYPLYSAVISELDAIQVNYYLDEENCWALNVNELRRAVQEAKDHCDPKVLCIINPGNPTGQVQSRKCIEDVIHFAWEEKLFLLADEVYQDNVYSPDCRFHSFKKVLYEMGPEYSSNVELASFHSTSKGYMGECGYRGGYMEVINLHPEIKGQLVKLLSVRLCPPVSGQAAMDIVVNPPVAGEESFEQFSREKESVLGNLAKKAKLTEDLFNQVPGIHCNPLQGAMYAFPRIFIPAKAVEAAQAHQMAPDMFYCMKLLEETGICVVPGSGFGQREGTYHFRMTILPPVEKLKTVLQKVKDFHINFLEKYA
#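 Fluorescence of coupled pyruvate oxidase/HRP/Amplex Red system (50uM Amplex, 30 min, dark) reports pyruvate formed by GPT2. Enzyme reaction: 10ng/uL GPT2, 2mM L-alanine, 250uM a-KG, 30 min room temperature, pH 7.5; 50uM AOA control.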
# SNCA viab count = GF-AFC viability counterscreen for inhibitors of alpha-synuclein gene (SNCA) expression | HEK-293-SNCA-luc viability, GF-AFC fluorescence, 24 h | Potency, µM (highest dose often 57.1 µM), for the others: at the top dose activity change, negative = cytotoxicity, actives largely listed as cytotoxic | 150,000 compounds, 0.12% hits | AID 1671193, 2021;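 note: potency is the fitted concentration of half-maximal effect; 0% = DMSO-treated cells and -100% = medium-only wells without cells; nearly all actives have a fitted effect of over 30% in size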
#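 Cytotoxicity counterscreen: after 24 h compound treatment of genome-edited SNCA-luciferase HEK-293 cells, live-cell protease substrate GF-AFC read by fluorescence after 30 min; activity scaled between DMSO (0%) and medium-only (-100%), curves Hill-fitted.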
# IP6K1 inh = Primary qHTS assay for small molecule inhibitors of Inositol hexaphosphate kinase 1 (IP6K1). Inositol hexakisphosphate kinase 1 (Homo sapiens), Q92551. IP6K1 kinase, ADP-Glo luminescence, 2 h; stronger effect = lower value. activity change, % (series mostly up to about 58 µM). 140,000 compounds, 0.81% hits. AID 1645851, 2021; in the data active = activity change below about -25%
# Target sequence (Q92551 whole entry, looked up): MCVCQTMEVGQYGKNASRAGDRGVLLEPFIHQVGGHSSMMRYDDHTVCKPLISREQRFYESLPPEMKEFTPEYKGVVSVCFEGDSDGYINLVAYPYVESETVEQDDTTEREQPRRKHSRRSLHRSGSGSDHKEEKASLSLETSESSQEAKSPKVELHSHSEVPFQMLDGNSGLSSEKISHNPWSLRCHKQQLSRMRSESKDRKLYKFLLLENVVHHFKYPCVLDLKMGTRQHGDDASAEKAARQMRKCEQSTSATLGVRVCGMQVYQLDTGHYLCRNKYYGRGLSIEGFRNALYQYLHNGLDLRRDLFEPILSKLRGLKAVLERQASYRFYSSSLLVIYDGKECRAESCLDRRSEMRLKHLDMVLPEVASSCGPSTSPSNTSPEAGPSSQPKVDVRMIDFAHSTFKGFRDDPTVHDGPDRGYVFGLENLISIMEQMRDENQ
#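 ADP-Glo luminescence measures ADP made by human IP6K1 during a 2 h RT reaction with ATP/IP6 (mix at 1.3 mM/130 uM); top library doses 57.5 and 19.1 uM final.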
# HEK cytotox = Cytotoxic Profiling in HEK 293 Cell Line of Diverse Libraries Using Quantitative High-Throughput Screening | 94,000 compounds, 6.6% hits | Potency, µM (series often up to 115 µM), for inactives: at the highest dose activity change, negative = cytotoxicity, actives largely listed as inhibitors | AID 1345083, 2018 | HEK 293 viability, ATP luminescence (CellTiter-Glo), 48-72 h; note: potency is the fitted concentration of half-maximal effect; nearly all actives have a fitted effect of over 60% in size
#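 qHTS cytotoxicity; HEK 293, 250 cells/well; compound pinned; 48 or 72 hr, 37 degree Celsius, 5% CO2, 95% humidity; CellTiter-Glo, 10 min RT; luminescence (ATP).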
# * hit, by the source's call; i = inactive; u = inconclusive; x = not tested or not shown; [ ] = dose if it differs, or a comment. Unless noted, calls come from the whole dose curve; as a rule, active = well fitted curve in the direction sought with a large enough effect; inconclusive = small, poorly fitted or top-dose-only effect, or another doubt; inactive = no such curve, though single readings can be large; an effect the other way counts as inactive or inconclusive. Unless noted, % is set by controls: 0 for no effect and ±100 for the full control effect.
# Below each compound – GPT2 inhibitor, IP6K1 inh, HEK cytotox, 3T3 cytotox, SNCA viab count, Luciferase inh, SNCA expr inhib
CC(C)S(=O)(=O)N1CCC(CCOc2ccccc2)C1 (configuration not stated)
→ i, 3, u, u, -4%, -11%, -6%
CC(C)c1cc(C2CCCN2C(=O)CCc2cc3n(n2)CCCNC3)no1 (configuration not stated)
→ -10%, 37, i, 4%, -22%, -9%, -16%
COc1ccccc1C(=O)NC1CCN(c2cc(C(F)(F)F)nc(C)n2)CC1
→ 3%, 0, u, u, 10%, 0%, 3%
O=C(O)C[C@@H]1CCN(C(=O)C2CCCCC2)C[C@@H]1CCN1CCN(c2ccccn2)CC1
→ i, -11, i, i, 2%, -2%, -15%
COCCCNC(=O)C1CCCN(Cc2ccncc2)CCC(=O)NCC1 (configuration not stated)
→ -2%, -5, -1%, -4%, -15%, -9%, u
O=C(NCC1Cn2cccc2C(=O)N1Cc1ccccc1)C1CC1 (configuration not stated)
→ i, 1, -9%, 1%, 1%, 9%, 4%
Fc1ccc(-n2ncc3c(Nc4ccc(Oc5ccc(Cl)cc5)cc4)ncnc32)cc1
→ x, 15, x, x, 16%, x, 8%
C=C(C)C1=C[C@@]2(C)C(=CC1=O)CC[C@@H](O)[C@@H]2C
→ 3%, 22, x, x, u, x, x
Cc1ccc(-n2cccc2CC(=O)NCC(C)C)cc1
→ u, -15, -25%, -28%, -14%, -3%, 3%
CCO[C@H]1CN(C(=O)CCCc2nc(-c3ccccc3OC)no2)C[C@@H]1O
→ 1%[11.5 µM], -1, -2%, -4%, -1%, -2%, -26%
CCC(O)CNC(=O)c1cn2cc(-c3ccc(F)cc3)n(CC=C(C)C)c(=O)c2n1 (configuration not stated)
→ 3%, -2, -7%, 0%, -4%, 6%, u
Cc1nn(-c2ccccc2)c2c1C(C(C)C)N(C1CCN(C(=O)c3cccc(Cl)c3)CC1)C2=O (configuration not stated)
→ x, 2, 18µM*, u, x, x, x
CCc1ccccc1CN1CCCCC12Cc1ccccc1CNC2=O (configuration not stated)
→ -2%, -5, u, u, -4%, x, 3%
COc1ccc(C(=O)N2CCC(Cc3nncn3Cc3ccccc3)C2)cc1 (configuration not stated)
→ i, 24, -1%, u, -10%, -12%, 13%
O=C(C[C@@H]1CCNC[C@@H]1Cc1cc(CN2CCCCC2)on1)N1CCN(c2ccccc2)CC1
→ -24%, 6, u, u, -8%, 1%, 11%
N#CC1CCN(C(=O)c2nc(-c3cccc(C(F)(F)F)c3)c3cnccn23)CC1
→ i, 1, u, -10%, 1%, -4%, -4%
Cc1nc(-c2ccc(F)cc2)n(CC(=O)NCc2ccc(F)cc2)c(=O)c1CCO
→ u, 3, -9%, -25%, -15%, -6%, u
C[C@@H]1C(=O)O[C@H]2[C@H]1CC[C@@]1(C)Cc3sc(NC(=O)CS(=O)(=O)c4ccccc4)nc3[C@@H](C)[C@H]21
→ 3%, 4, u, u, 12%, u, -6%
COC[C@H]1NC(=O)CC[C@H]1C(=O)N1CCN(c2cccc(C)c2C)CC1
→ i, 29, 3%, -28%, 15%, x, 22%
CN(Cc1ccccc1)C(=O)C1(C)COCc2cnc(Nc3ccccc3)nc21 (configuration not stated)
→ -19%[88.5 µM], -3, u, u, -26%[87.6 µM], 1%[172 µM], -18%[87.6 µM]
CCCCNC(=O)C1CCN(S(=O)(=O)c2cc(Br)cc3c2N(C(=O)CC)CC3)CC1
→ x, 11, x, x, 4%, x, 5%
COc1cccc(Nc2ccc3c(n2)C(C)(C(=O)NCc2ccco2)CN(C)C3)c1 (configuration not stated)
→ -28%[88.5 µM], -2, u, u, -9%[87.6 µM], -5%[172 µM], 6%[87.6 µM]
COc1cccc(CN2CCC3(Cc4ccccc4NC3=O)C2)c1 (configuration not stated)
→ 3%[88.5 µM], -5, u, -12%[138 µM], -4%[87.6 µM], -1%[172 µM], 10%[87.6 µM]
NC(=O)c1noc(CN2CC[C@@H]3[C@@H](CCC(=O)N3CCc3ccccc3)C2)n1
→ 3%, -2, 3%, -23%, 14%, 3%, 10%
CCOc1ccc(NC(=O)CSc2ccc3ccccc3n2)cc1
→ x, 1, x, x, -3%, x, 99%[activator]
O=C(COc1ccccc1)Nc1sc2c(c1C(=O)Nc1ccccc1)CCCCC2
→ x, -9, x, x, -20%, x, 37%[activator]
Cc1nnc(N2CCC(C(=O)NCc3ccc(F)cc3)CC2)c2nn(-c3ccc(Cl)cc3)c(C)c12
→ x, -1, x, x, 18%, x, 28%
CCCCC(CC)CNC(=O)c1ccc(Cn2c(=O)[nH]c3cc(OC)c(OC)cc3c2=O)cc1 (configuration not stated)
→ x, 23, x, x, -25%, x, -2%
O=c1[nH]c(N2CCOCC2)nc2c1CCN(Cc1ccc(F)c(Cl)c1)CC2
→ i, 17, -4%, -13%, 5%, 8%, u
Cc1ccc(C(=O)N2CCCN(S(C)(=O)=O)c3ccccc32)s1
→ -4%, -3, -8%, -16%, u, -15%, -15%
O=C1CCN(C(=O)c2cccc3[nH]ccc23)CCCC(C(=O)NCc2ccccc2)CCN1 (configuration not stated)
→ u, 1, i, 0%, 0%, u, 28%
Cc1cnc(CC2CCN(S(=O)(=O)c3ccccc3)CC2)n1Cc1ccccc1
→ i, -8, u, u, u, -9%, 6%
CCOC(=O)c1c(C)n(-c2ccccc2)c2ccc(OC(=O)c3ccc(OCC)c(OCC)c3)cc12
→ x, 3, x, x, 11%, x, 27%
Cc1nnc2ccc(N3CCCN(C(=O)c4ccccc4Cl)CC3)nn12
→ x, -4, i, i, x, x, x
COCCOc1ccc2c(n1)CCN(C(=O)Cc1cccc(OC)c1)C2
→ 1%, 5, 1%, -15%, 3%[12.5 µM], -10%, -9%
COCc1nnc(NC(=O)C2c3ccccc3C(=O)N(CC(C)C)C23CCCC3)s1 (configuration not stated)
→ i, 14, u, u, -4%, 4%, 1%
Cc1cnccc1N1CCCN(Cc2cnc(-c3cccs3)nc2)CC1
→ 2%, 31, u, u, -16%, 2%, 6%
O=S(=O)(c1ccccc1)N1CC(c2noc(C3CCCN3CC3CC3)n2)C1 (configuration not stated)
→ i, 28, u, -8%, 3%[12.5 µM], 4%, 66%[activator]
COCCc1noc([C@@H]2CN(CC(C)C)C[C@H]2CO)n1
→ -3%, -7, i, 0%, u, -5%, 32%[activator]
COc1ccc(CN2C[C@H]3CN(Cc4ccc(Cl)cc4)CCN3C2=O)cc1
→ -13%[88.5 µM], 3, 71µM*, u, -15%[87.6 µM], 1%[172 µM], -19%[87.6 µM]
COc1ccccc1CNC(=O)C1(c2cccs2)CCOCC1
→ x, 1, x, x, -4%, x, u
CN1C(=O)CC(C(=O)O)C12CCN(C(=O)C1(c3ccccc3)CC1)CC2 (configuration not stated)
→ i, 18, 1%, -12%, -14%, 2%, u
Cc1nc(N2CCOCC2)c2c(C(=O)NCc3cccc(Cl)c3)c(C)oc2n1
→ x, 9, x, x, 4%, x, 32%[activator]
O=C1NCCOCCCN(C(=O)NC2CCCCC2)[C@H]2CCC[C@@H]12
→ 3%, -1, i, -3%, 7%, 7%, -8%
COc1ccc(OC)c(NC(=O)CN(C)S(=O)(=O)c2ccc(C(=O)N3CCOCC3)s2)c1
→ x, 10, x, x, 0%, x, 0%
Cc1ccn2c(Nc3c(C)cccc3C)c(-c3ccsc3)nc2c1
→ x, -7, x, x, -5%, x, -3%
COCCN1C(=O)c2ccccc2C(C(=O)NC2CCCC2)C12CCCCC2 (configuration not stated)
→ i, 12, u, -4%, -9%, 6%, 3%
O=C(NC1CC(=O)N(c2ccc(F)cc2)C1)c1ccc(S(=O)(=O)N2CCCCC2)cc1 (configuration not stated)
→ x, 33, x, x, -5%, x, 37%[activator]
CCCCN1CC(c2nc3ccccc3n2CCCCOc2cc(C)cc(C)c2)CC1=O (configuration not stated)
→ x, 10, x, x, u, x, u

# Compounds above that contain an NH in an aromatic ring, in the order listed:
# Below each compound – GPT2 inhibitor, IP6K1 inh, HEK cytotox, 3T3 cytotox, SNCA viab count, Luciferase inh, SNCA expr inhib
CCCCC(CC)CNC(=O)c1ccc(Cn2c(=O)[nH]c3cc(OC)c(OC)cc3c2=O)cc1 (configuration not stated)
→ x, 23, x, x, -25%, x, -2%
O=c1[nH]c(N2CCOCC2)nc2c1CCN(Cc1ccc(F)c(Cl)c1)CC2
→ i, 17, -4%, -13%, 5%, 8%, u
O=C1CCN(C(=O)c2cccc3[nH]ccc23)CCCC(C(=O)NCc2ccccc2)CCN1 (configuration not stated)
→ u, 1, i, 0%, 0%, u, 28%

# Grouped by structure, the compounds so far with two or more sulfur atoms.
# Below each compound – GPT2 inhibitor, IP6K1 inh, HEK cytotox, 3T3 cytotox, SNCA viab count, Luciferase inh, SNCA expr inhib
C[C@@H]1C(=O)O[C@H]2[C@H]1CC[C@@]1(C)Cc3sc(NC(=O)CS(=O)(=O)c4ccccc4)nc3[C@@H](C)[C@H]21
→ 3%, 4, u, u, 12%, u, -6%
Cc1ccc(C(=O)N2CCCN(S(C)(=O)=O)c3ccccc32)s1
→ -4%, -3, -8%, -16%, u, -15%, -15%
COc1ccc(OC)c(NC(=O)CN(C)S(=O)(=O)c2ccc(C(=O)N3CCOCC3)s2)c1
→ x, 10, x, x, 0%, x, 0%

# Not a retest: entries from further up.
# Below each compound – GPT2 inhibitor, IP6K1 inh, HEK cytotox, 3T3 cytotox, SNCA viab count, Luciferase inh, SNCA expr inhib
O=C1CCN(C(=O)c2cccc3[nH]ccc23)CCCC(C(=O)NCc2ccccc2)CCN1 (configuration not stated)
→ u, 1, i, 0%, 0%, u, 28%
Cc1cnc(CC2CCN(S(=O)(=O)c3ccccc3)CC2)n1Cc1ccccc1
→ i, -8, u, u, u, -9%, 6%
CCOC(=O)c1c(C)n(-c2ccccc2)c2ccc(OC(=O)c3ccc(OCC)c(OCC)c3)cc12
→ x, 3, x, x, 11%, x, 27%
